Source: PubChem
Hsp70 displacement: Hsp70 inhibitors, probe displacement, primary screen, biochemical, fluorescence polarization (AID 583) | displacement, % at 20 µM; hits with a dose series show IC50 in µM | Hsp70 fluorescence polarization probe displacement, mP; higher % means a stronger effect | 0.06% of 140,000 active; in the data active = displacement above about 50%;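 note: plate controls were vehicle for no effect and reference ligand for full effect; a part of the inactive calls stands beside numbers as strong as those of hits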
MKP-3 inhibition: inhibition of rat DUSP6 enzyme activity – biochemical, in vitro, primary screen (AID 425); recombinant MKP-3 phosphatase activity, fluorescence; higher % means a stronger effect; inhibition, % at 20 µM; hits with a dose series show IC50 in µM; 0.17% of 110,000 active; in the data active = inhibition above about 50%;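 note: plate controls were vehicle for no effect and reference inhibitor for full effect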
* hit, by the source's call; & = joins results of further samples. Only part of the results is shown; count on the stated rates, not on these rows.

For Cc1cc(NC(=O)CSc2nc(-c3cccs3)cc(C(F)(F)F)n2)no1 the results were Hsp70 displacement -0.9%.
CCOC(=O)c1c(NC(=O)C2COc3ccccc3O2)sc(C)c1C (stereo not drawn) was read as Hsp70 displacement -0.4%.
Screening COc1ccc(C(=O)Cn2nnc(-c3ccccc3NC(=O)c3ccco3)n2)cc1 returned Hsp70 displacement 3.7% and MKP-3 inhibition 4%.
Screening COc1cccc(OCCOc2cccc(/C=c3\sc4nc5ccccc5n4c3=O)c2)c1 returned Hsp70 displacement 4.1% and MKP-3 inhibition 4%.
For CCOC(=O)C(NCCCO)c1ccccc1 (stereo not drawn) the results were Hsp70 displacement 4.2% and MKP-3 inhibition -4%.
Screening COc1cccc(CN(Cc2ccco2)C(c2ccc(F)cc2)c2nnnn2C(C)(C)C)c1 (stereo not drawn) returned Hsp70 displacement 0.9% and MKP-3 inhibition -6%.
Screening O=C(Cn1nnc(-c2ccc(Cl)cc2)n1)NCC1CCCCC1 returned Hsp70 displacement -1.4% and MKP-3 inhibition 5%.
For COc1cc(C2=Nc3c(c(C)nn3-c3ccccc3)P(=O)(N3CCOCC3)O2)cc(OC)c1OC (stereo not drawn) the results were Hsp70 displacement 2.9% and MKP-3 inhibition -6%.
Screening Cc1ccc(S(=O)(=O)Nc2ccc(S(=O)(=O)NC(=O)C(C)C)cc2)cc1 returned Hsp70 displacement 3.1% and MKP-3 inhibition 0%.
For CCCOc1cccc(C(=O)Nc2nnn(CCC)n2)c1 the results were Hsp70 displacement 4.6% and MKP-3 inhibition 5%.
Screening COc1ccc(OC)c(C2SCCN2S(C)(=O)=O)c1 (stereo not drawn) returned Hsp70 displacement -1.8%.
COc1ccccc1C1Nc2ccccc2NC2=C1C(=O)CCC2 (stereo not drawn) was read as Hsp70 displacement -4.9% and MKP-3 inhibition 2%.
`CCc1ccccc1NC(=O)CC1Sc2ccccc2NC1=O` (stereo not drawn) gave Hsp70 displacement -1.8% and MKP-3 inhibition 0%.
Cc1ccc(N(CC(N)=O)C2SC(=O)NC2=O)cc1 (stereo not drawn) was read as Hsp70 displacement 2.0%.
`CC(C)OC(=O)CCCCCN1C(=O)CSC1=S` gave Hsp70 displacement 0.2% and MKP-3 inhibition -7%.
For O=C(NCCCc1ccccc1)c1cnc2n(c1=O)CCS2 the results were Hsp70 displacement -2.8%.
Screening Cc1cnc(N)c2c(=O)oc3ccccc3c12 returned Hsp70 displacement 4.8% and MKP-3 inhibition -8%.
`O=C(Cn1c(=O)n(Cc2ccco2)c(=O)c2c3c(sc21)CCCCC3)Nc1ccccc1` gave Hsp70 displacement 1.9%.
`O=C(CCNC(=O)/C(=C\c1cccc([N+](=O)[O-])c1)NC(=O)c1ccco1)OCc1ccccc1` gave Hsp70 displacement 2.2% and MKP-3 inhibition 2%.
For Nc1nnc(Cc2c[nH]c3ccccc23)s1 the results were Hsp70 displacement 6.6% and MKP-3 inhibition -7%.
CCC(=O)Nc1cc(-c2nn(C)c(=O)c3ccccc23)ccc1OC was read as Hsp70 displacement -2.8% and MKP-3 inhibition -2%.
Screening CCOc1ccc(N(CC(=O)Nc2ccccc2OCC)S(=O)(=O)c2ccc(SC)cc2)cc1 returned Hsp70 displacement -2.3% and MKP-3 inhibition 4%.
`O=C(/C=C/c1ccc(F)cc1)c1cccc([N+](=O)[O-])c1` gave Hsp70 displacement -1.7% and MKP-3 inhibition 3%.
`Cc1cc(C(F)(F)F)c(C#N)c(SCC(=O)NC2CC2)n1` gave Hsp70 displacement -3.2% and MKP-3 inhibition -1%.
Screening COC(=O)c1ccc(CC(=O)c2c(C)cc(O)cc2O)o1 returned Hsp70 displacement -1.8% and MKP-3 inhibition -6%.
`CCOC(=O)N1CCN(C(c2ccccc2)c2sc3nc(C)nn3c2O)CC1` (stereo not drawn) gave Hsp70 displacement 4.8%.
CN(C)CCCNC(=O)CCC1CCCCC1 was read as Hsp70 displacement 3.4% and MKP-3 inhibition -3%.
COc1ccc(/C=C(\NC(=O)c2ccccc2)C(=O)NN)cc1OC was read as Hsp70 displacement -4.6% and MKP-3 inhibition 1%.
For CCOc1ccc(Cl)cc1CN1CCOCC1 the results were Hsp70 displacement -0.2%.
For COc1ccc(/C=C/C(=O)C2(C)CCCCC2)cc1 the results were Hsp70 displacement 8.6% and MKP-3 inhibition -3%.
Screening O=C(COc1ccc(S(=O)(=O)N2CCOCC2)cc1)NC1CCCC1 returned Hsp70 displacement 5.0% and MKP-3 inhibition 4%.
For CCCCCCn1c(CN2CCCCC2CC)nc2c1c(=O)n(C)c(=O)n2C (stereo not drawn) the results were Hsp70 displacement -1.9% and MKP-3 inhibition 1%.
For Cc1nc2cc(NC(=O)N(C)c3ccc4ccccc4c3)ccc2o1 the results were Hsp70 displacement 6.4% and MKP-3 inhibition -5%.
O=C(NCCN1CCOCC1)c1nn2c(C(F)(F)F)cc(-c3ccc(Br)cc3)nc2c1Cl was read as Hsp70 displacement -0.2% and MKP-3 inhibition -1%.
O=C(O)c1cc(O)c2ccccc2c1O was read as Hsp70 displacement 4.1% and MKP-3 inhibition -1%.
C=C1c2ccc(C)cc2NC(=O)N1c1cccc(Cl)c1 was read as Hsp70 displacement 1.9% and MKP-3 inhibition -9%.

Retrieved by compound from the list above:
Screening O=C(COc1ccc(S(=O)(=O)N2CCOCC2)cc1)NC1CCCC1 returned Hsp70 displacement 5.0% and MKP-3 inhibition 4%.
COc1ccc(/C=C(\NC(=O)c2ccccc2)C(=O)NN)cc1OC was read as Hsp70 displacement -4.6% and MKP-3 inhibition 1%.
For CCOc1ccc(Cl)cc1CN1CCOCC1 the results were Hsp70 displacement -0.2%.
Screening COC(=O)c1ccc(CC(=O)c2c(C)cc(O)cc2O)o1 returned Hsp70 displacement -1.8% and MKP-3 inhibition -6%.
For CCCCCCn1c(CN2CCCCC2CC)nc2c1c(=O)n(C)c(=O)n2C (stereo not drawn) the results were Hsp70 displacement -1.9% and MKP-3 inhibition 1%.

Other compounds.
For COC(=O)c1ccc(/C=C2/SC(=O)N(CNc3ccc(OC)c(Cl)c3)C2=O)cc1 the results were Hsp70 displacement 7.2% and MKP-3 inhibition -1%.
`CC(=O)/C(C(=N)N1CCN(c2ccccc2)CC1)=C(\C)O` gave Hsp70 displacement -5.3% and MKP-3 inhibition 2%.
Screening CC(=O)c1ccc(N2C(=O)C3C(C2=O)C2(C)c4ccccc4C3(C)c3ccccc32)cc1 (stereo not drawn) returned Hsp70 displacement -0.1% and MKP-3 inhibition 4%.
For CCCc1cc(=O)oc2cc(OCC(=O)c3ccccc3)ccc12 the results were Hsp70 displacement 4.1% and MKP-3 inhibition 0%.
Screening CCn1c(COc2ccc(C)cc2)nnc1SCC(=O)Nc1ccc2c(c1)OCCO2 returned Hsp70 displacement 0.4% and MKP-3 inhibition -10%.
For Cc1ccccc1-c1noc(-c2cccs2)n1 the results were Hsp70 displacement 3.8%&-0.3% and MKP-3 inhibition 1%&5%.
`CC(=O)c1ccc(NC(=S)NC(NC(=O)c2cccc(C)c2)C(Cl)(Cl)Cl)cc1` (stereo not drawn) gave Hsp70 displacement -4.2% and MKP-3 inhibition 5%.
Screening O=C(CN1CCN(CC(=O)Nc2ccccc2C(F)(F)F)CC1)Nc1ccccc1F returned Hsp70 displacement -4.5% and MKP-3 inhibition 4%.
Screening COc1ccc(CC(=O)Nc2ccc(S(=O)(=O)Nc3cc(C)on3)cc2)cc1OC returned Hsp70 displacement -0.2%.
For Cc1c(C#N)c(N=CN(C)C)c(C(=O)c2ccc(Br)cc2)n1-c1ccccc1 the results were Hsp70 displacement 6.4%.
For Cc1ccc(CNC(=O)C(=O)NCc2ccc(Cl)cc2)cc1 the results were Hsp70 displacement -3.8% and MKP-3 inhibition 2%.
Screening CCOC(=O)c1c(N)sc(-c2ccccc2)c1C returned Hsp70 displacement -1.5%.

Structural class: the compounds so far with bromine.
O=C(NCCN1CCOCC1)c1nn2c(C(F)(F)F)cc(-c3ccc(Br)cc3)nc2c1Cl was read as Hsp70 displacement -0.2% and MKP-3 inhibition -1%.
For Cc1c(C#N)c(N=CN(C)C)c(C(=O)c2ccc(Br)cc2)n1-c1ccccc1 the results were Hsp70 displacement 6.4%.

New compounds follow
Screening CCOc1ccc2c(C)cc(=O)oc2c1OCC returned Hsp70 displacement 2.8%.
`COc1cc(C(=O)Nc2cc(-c3nc4cc(C)ccc4o3)ccc2C)cc(OC)c1OC` gave Hsp70 displacement -7.8% and MKP-3 inhibition 11%.
Screening CCOc1ccc(OCCSc2nc(C)cc(=O)[nH]2)cc1 returned Hsp70 displacement 4.2% and MKP-3 inhibition 4%.
Screening Cc1cc(Br)c2[nH]c3c(c2c1)CCCC3=O returned Hsp70 displacement -3.1%&0.7% and MKP-3 inhibition 6%.
For CCOc1ccccc1N(CC(=O)Nc1ccc2c(c1)OCCO2)S(C)(=O)=O the results were Hsp70 displacement -2.0% and MKP-3 inhibition -4%.
For COc1cc(C(=O)N2CCN(C(=O)c3ccccc3)CC2)cc(OC)c1OC the results were Hsp70 displacement -1.1% and MKP-3 inhibition 0%.
CCOC(=O)N1CCN(C(=O)C2CCN(S(=O)(=O)CC)CC2)CC1 was read as Hsp70 displacement 1.0% and MKP-3 inhibition 1%.
For COc1ccc2nc(C)c(C(=O)OCCN(C)C)cc2c1 the results were Hsp70 displacement 3.3% and MKP-3 inhibition -4%.
Screening CC(C)(C)n1nnnc1C(c1ccc(C(F)(F)F)cc1)N(Cc1ccccc1)Cc1ccco1 (stereo not drawn) returned Hsp70 displacement -3.1%.
Cc1ccc(Nc2nc(N)nc(CN3CCN(C(=O)c4ccco4)CC3)n2)cc1Cl was read as Hsp70 displacement -5.9% and MKP-3 inhibition -1%.
`CCOC(=O)C(NC(=O)c1ccccc1)(N1CCOCC1)C(F)(F)F` (stereo not drawn) gave Hsp70 displacement -21% and MKP-3 inhibition 0%.
Screening O=C(O)CC(C(=O)OC1CCCCC1)N1CCOCC1 (stereo not drawn) returned Hsp70 displacement 4.5% and MKP-3 inhibition -8%.

Next part, starting with the last 5 of the part before.
For COc1ccc2nc(C)c(C(=O)OCCN(C)C)cc2c1 the results were Hsp70 displacement 3.3% and MKP-3 inhibition -4%.
Screening CC(C)(C)n1nnnc1C(c1ccc(C(F)(F)F)cc1)N(Cc1ccccc1)Cc1ccco1 (stereo not drawn) returned Hsp70 displacement -3.1%.
Cc1ccc(Nc2nc(N)nc(CN3CCN(C(=O)c4ccco4)CC3)n2)cc1Cl was read as Hsp70 displacement -5.9% and MKP-3 inhibition -1%.
`CCOC(=O)C(NC(=O)c1ccccc1)(N1CCOCC1)C(F)(F)F` (stereo not drawn) gave Hsp70 displacement -21% and MKP-3 inhibition 0%.
Screening O=C(O)CC(C(=O)OC1CCCCC1)N1CCOCC1 (stereo not drawn) returned Hsp70 displacement 4.5% and MKP-3 inhibition -8%.
For N#Cc1c(Sc2ncc(C(F)(F)F)cc2Cl)nsc1C/C=N\OCc1ccccc1Br the results were Hsp70 displacement -10%.
For CC(=O)c1ccc(N2CCN(S(=O)(=O)c3cccc(S(=O)(=O)N4CCOCC4)c3)CC2)cc1 the results were Hsp70 displacement -3.9% and MKP-3 inhibition -2%.
`CCSc1ccccc1C(=O)NCCCn1ccnc1` gave Hsp70 displacement 5.7% and MKP-3 inhibition -7%.
Cc1cc(Cl)ccc1NC(=O)COc1ccccc1C was read as Hsp70 displacement 4.4% and MKP-3 inhibition 2%.
Cn1c(=O)c2c(nc(Cl)n2Cc2ccncc2)n(C)c1=O was read as Hsp70 displacement 2.4% and MKP-3 inhibition -5%.
Screening COc1cc(OC)c(OC)cc1CNCC1OCCc2ccccc21 (stereo not drawn) returned Hsp70 displacement -5.4% and MKP-3 inhibition 0%.
O=C(NCCNC(=O)C(c1ccccc1)c1ccccc1)c1ccco1 was read as Hsp70 displacement -0.3% and MKP-3 inhibition 0%.
`O=C(NCc1ccc2c(c1)OCO2)c1cnc2ccccn2c1=O` gave Hsp70 displacement -0.3% and MKP-3 inhibition 14%.
`C=CCc1ccccc1OCCOc1ccc(/C=C2/SC(=S)N(C)C2=O)cc1OC` gave Hsp70 displacement 1.9% and MKP-3 inhibition 1%.
`COc1ccc(CNC(=O)c2cnc(C)cn2)c(OC)c1` gave Hsp70 displacement 1.8% and MKP-3 inhibition -13%.
O=C(COc1ccc2ccccc2c1)Nc1cccc(NC(=O)c2ccc(Cl)cc2Cl)c1 was read as Hsp70 displacement 4.6% and MKP-3 inhibition 5%.
For O=C(CCN1C(=O)c2ccccc2C1=O)Nc1cccc(F)c1 the results were Hsp70 displacement -1.2%.
`CCOC(=O)CSC1=C(C#N)C(c2ccccc2OCC)C(C(=O)OCC)C(=O)N1` (stereo not drawn) gave Hsp70 displacement 7.9% and MKP-3 inhibition 6%.
For O=C(c1ccc2c(c1)OCO2)N1CCN=C1SCc1ccccc1 the results were Hsp70 displacement -4.8% and MKP-3 inhibition 1%.
O=C(Nc1ccc(O)cc1)Nc1ccc(Cl)cc1 was read as Hsp70 displacement 2.8% and MKP-3 inhibition 0%.
For CCOC(=O)N1CCC(Nc2cc(C)nc3c(-c4ccccc4OC)c(C)nn23)CC1 the results were Hsp70 displacement -0.7% and MKP-3 inhibition -2%.
COc1ccc(CNC(=O)CSc2ccccn2)cc1 was read as Hsp70 displacement 0.4% and MKP-3 inhibition -2%.
CCNC(=O)COC(=O)c1cc(=O)[nH]c2ccccc12 was read as Hsp70 displacement 4.0%.
